Tau filament bind – qHTS Assay for Tau Filament Binding; recombinant tau filaments, thioflavin S fluorescence, 15 h; filaments grown with octadecylsulfate alongside compound; Potency, µM (highest dose often 57.1 µM), for inactives: at the highest dose activity change, negative = inhibition; 71,000 tested, 2% active; AID 596, 2007;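 note: potency is the fitted concentration of half-maximal effect; % is set by controls: 0 for no effect and ±100 for the full control effect; actives lower thioflavin S fluorescence by blocking filaments or displacing dye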
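His-tagged recombinant human tau (exons 2, 3, 10; 1 uM final) fibrillized with 30 uM sodium octadecylsulfate, 15 h at 37 C, in pH 7.4 HEPES buffer with 10 uM thioflavine S and 5 mM DTT. Reduced ThS fluorescence (450/510 nm) marks activity.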
Caspase-1 inhib – qHTS Assay for Allosteric/Competitive Inhibitors of Caspase-1. Caspase-1 enzyme, Ac-WEHD-AFC fluorogenic rate. Potency, µM (doses to about 57.5 µM), without a hit: at the highest dose activity change, negative = inhibition, usual class: inhibitors. 75,000 tested, 0.03% active;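 note: potency is the fitted concentration of half-maximal effect; plate controls were vehicle for no effect and no substrate for full effect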
Luciferase inh – qHTS Assay for Inhibitors of Firefly Luciferase. AID 411, 2009. 72,000 tested, 2.2% active. Luciferin 4-monooxygenase (Photinus pyralis), P08659. purified firefly luciferase, luminescence, 8 min. Potency, µM (titrated, usually from 57.1 µM), without a hit: at the highest dose activity change, negative = inhibition, most hits filed as inhibitors; note: potency is the fitted concentration of half-maximal effect; % is set by controls: 0 for no effect and ±100 for the full control effect; nearly all actives have a fitted effect of over 40% in size
Target sequence (P08659 whole entry, looked up): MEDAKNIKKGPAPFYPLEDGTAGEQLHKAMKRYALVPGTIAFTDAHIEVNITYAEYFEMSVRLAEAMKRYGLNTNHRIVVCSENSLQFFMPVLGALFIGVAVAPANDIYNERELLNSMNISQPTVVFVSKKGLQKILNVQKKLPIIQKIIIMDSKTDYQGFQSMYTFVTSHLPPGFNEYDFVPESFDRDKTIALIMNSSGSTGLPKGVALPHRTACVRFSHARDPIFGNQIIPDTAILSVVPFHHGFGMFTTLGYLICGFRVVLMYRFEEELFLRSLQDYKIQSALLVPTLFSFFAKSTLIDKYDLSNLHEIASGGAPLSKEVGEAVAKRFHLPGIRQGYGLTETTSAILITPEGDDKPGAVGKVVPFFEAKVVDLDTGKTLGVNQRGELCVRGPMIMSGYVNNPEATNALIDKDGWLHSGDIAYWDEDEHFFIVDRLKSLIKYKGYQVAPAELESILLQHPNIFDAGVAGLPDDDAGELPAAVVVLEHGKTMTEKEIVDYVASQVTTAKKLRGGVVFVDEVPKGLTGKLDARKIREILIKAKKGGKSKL
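Compounds were tested as concentration series (qHTS) against purified P. pyralis luciferase with luciferin and 10 uM ATP in 50 mM imidazole pH 7.2, 50 mM KCl, 7 mM MgCl2, 0.01% Tween 20, 0.05% BSA. Luminescence was read after 8 min at ambient temperature.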
Caspase-7 inhib – qHTS Assay for Allosteric/Competitive Inhibitors of Caspase-7; AID 889, 2007; Potency, µM (doses to about 57.5 µM), inactives show top-dose activity change, negative = inhibition, hits mostly inhibitors; recombinant caspase-7, Ac-DEVD-AFC fluorescence rate; 75,000 tested, 0.02% active; active = well fitted inhibition curve with a large enough effect in the main read-out, with a control signal flat, not every such curve was filed as active; inconclusive = small, poorly fitted or top-dose-only effect, or a change in a side signal; note: potency is the fitted concentration of half-maximal effect; % of control where 0% means no effect
Target sequence (P55210 24-198 limits assumed): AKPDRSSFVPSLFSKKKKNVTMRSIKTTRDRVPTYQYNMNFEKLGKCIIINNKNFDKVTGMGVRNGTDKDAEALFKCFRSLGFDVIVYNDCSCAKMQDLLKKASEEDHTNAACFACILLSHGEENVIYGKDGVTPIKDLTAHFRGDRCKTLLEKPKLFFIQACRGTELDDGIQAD
Target sequence (P55210 207-303 limits assumed): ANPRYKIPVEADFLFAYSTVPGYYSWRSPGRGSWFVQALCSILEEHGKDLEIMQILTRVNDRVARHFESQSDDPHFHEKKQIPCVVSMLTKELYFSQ
4MU fluor – qHTS Assay for Spectroscopic Profiling in 4-MU Spectral Region | max dye-equivalent concentration, M | compound autofluorescence, 340/450 nm, 4-MU equivalents; stronger effect = higher value | 59,000 tested, 11% active | AID 589, 2007; in the data active = max dye-equivalent concentration above about 10 nM; inconclusive = mostly about 1.1 nM to 9.6 nM
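Compounds in 100 mM Tris, pH 8.0, sat 15 min at room temperature before fluorescence was read at 340 nm excitation/450 nm emission; a per-plate six-point 4-MU standard curve converted signals to dye-equivalent concentration at each compound concentration.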
Rhodamine autofl – qHTS Assay for Spectroscopic Profiling in Rhodamine Spectral Region; Rhodamine-region fluorescence, 547/598 nm, Tris buffer; stronger effect = higher value; max dye-equivalent concentration, M; 59,000 tested, 0.05% active; in the data active = max dye-equivalent concentration above about 11 nM; inconclusive = between about 1.1 nM and that limit
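A six-point rhodamine series on each plate calibrates the signal. Compounds sit in 100 mM Tris (pH 8.0) for 15 min at ambient temperature before imaging through 547 nm/598 nm filters.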
A350 fluor – qHTS Assay for Spectroscopic Profiling in A350 Spectral Region; Compound autofluorescence, 340/450 nm, Alexa 350 dye-equivalents; stronger effect = higher value; max dye-equivalent concentration, M; 59,000 tested, 11% active; in the data active = max dye-equivalent concentration above about 10 nM; inconclusive = mostly about 1.1 nM to 9.6 nM
HEK293 cAMP ctrl – qHTS Assay for Agonists of the Thyroid Stimulating Hormone Receptor: Activators of Intracellular cAMP Concentrations in Parental HEK 293. parental HEK293 CNG cAMP sensor, membrane potential fluorescence. 73,000 tested, 2.5% active. Potency, µM (series often up to 57.1 µM), without a hit: top-dose activation, hits mostly activators; note: potency is the fitted concentration of half-maximal effect; % of control where 0% means no effect; nearly all actives have a fitted effect of over 55% in size
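Parental HEK 293 cells stably expressing a cAMP-gated CNG channel were loaded with membrane potential dye containing 100 uM RO 20-1724 for 60 min. Compound added for 30 min; depolarization read as fluorescence intensity at 590 nm.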
Fluorescein autfl – qHTS Assay for Spectroscopic Profiling in Fluorescein Spectral Region; Compound autofluorescence, 480/540 nm, fluorescein-equivalent; stronger effect = higher value; AID 593, 2007; 59,000 tested, 0.91% active; max fluorescein-equivalent concentration, M; in the data active = max fluorescein-equivalent concentration above about 10 nM; inconclusive = between about 1.1 nM and that limit
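Fluorescein stocks ranging 3 mM down to 300 nM, plus DMSO blanks, were pinned alongside compounds to build a per-plate standard curve. Buffer: 100 mM Tris, pH 8.0. Incubation 15 min, room temperature; filters 480/540 nm.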
Texas Red fluor – qHTS Assay for Spectroscopic Profiling in Texas Red Spectral Region. 59,000 tested, 0.06% active. Compound fluorescence, Texas Red channel, 547/618 nm; stronger effect = higher value. max dye-equivalent concentration, M. AID 587, 2007; in the data active = max dye-equivalent concentration above about 10 nM; inconclusive = between about 1.1 nM and that limit
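Dye-equivalent concentrations come from scaling compound signal (ex 547, em 618 nm) to six Texas Red standard concentrations run on every plate, after 15 min room-temperature incubation in pH 8.0 Tris (100 mM).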
ERK AVP block – qHTS Assay for Inhibitors of the ERK Signaling Pathway using a Homogeneous Screening Assay | HEK293-V1b, vasopressin-stimulated pERK AlphaScreen | Potency, µM (titrated, usually from 57.5 µM), for inactives: top-dose activity, negative = inhibition, most hits filed as inhibitors | 72,000 tested, 0.99% active | AID 995, 2007; note: potency is the fitted concentration of half-maximal effect; % is set by controls: 0 for no effect and ±100 for the full control effect; nearly all actives have a fitted effect of over 55% in size
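qHTS, compounds titrated on V1b-expressing HEK293 cells. Preincubation 30 min at 37C, vasopressin 25 nM for 5 min, lysis 10 min, bead incubation 5 hr at room temperature.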
The depositor's hits bear a star; i = inactive; ? = inconclusive; / = not tested or not shown; & = joins results of further samples; [ ] = dose if it differs, or a comment. Unless noted, calls come from the whole dose curve; as a rule, active = well fitted curve in the direction sought with a large enough effect; inconclusive = small, poorly fitted or top-dose-only effect, or another doubt; inactive = no such curve, though single readings can be large; an effect the other way counts as inactive or inconclusive. The list is partial, so the mix of outcomes need not match the whole.

| compound | A350 fluor | Fluorescein autfl | ERK AVP block | Caspase-1 inhib | Tau filament bind | Texas Red fluor | Luciferase inh | 4MU fluor | Caspase-7 inhib | HEK293 cAMP ctrl | Rhodamine autofl |
| --- | --- | --- | --- | --- | --- | --- | --- | --- | --- | --- | --- |
| O=C(Nc1cccc(Cl)c1)c1ccc2c(=O)n3c(nc2c1)CCCCC3 | i | i | -12% | -4% | 3% | i | 13µM* | i | 0% | 27% | i |
| NC(=O)c1c(C(F)(F)F)cc(-c2ccccc2)nc1NCCO | i | i | -17% | -1% | 80% | i | -3% | i | -1% | 25% | i |
| c1cnc2ccc(C(c3nnnn3C3CCCC3)N3CCN(c4nc5ccccc5s4)CC3)cc2c1 (stereo not given) | i | i | 6% | -2% | 98% | i | 0% | i | -6% | 28% | i |
| OC12CCCCC1C(c1ccc3c(c1)OCO3)N(Cc1cccc(F)c1)CC2 (stereo not given) | i | i | -13% | -1% | 16µM* | i | 3% | i | -3% | ? | i |
| COCCN1Cc2cccc(C(=O)NCc3cccnc3)c2C1=O | / | / | -14% | -1% | -6% | / | 1% | / | 2% | -2% | / |
| CS(=O)(=O)N1CCC2(CCN(C(=O)Nc3cccc(C#N)c3)CC2)CC1 | i | i | -5% | 1% | 10% | i | 0%[11.4 µM] | i | 1% | 1% | i |
| CCc1cccc(NC(=O)C2CCCN(S(=O)(=O)c3c(C)[nH]c(=O)[nH]c3=O)C2)c1 (stereo not given) | ? | ? | -5% | 2% | -7% | i | 0% | ? | 0% | -5% | i |
| C(=N\c1nc2ccccc2n1Cc1ccccc1)/c1cccs1 | / | / | 0% | -9% | 0% | / | -24% | / | 1% | 15% | / |
| O=C(c1ccc(CS(=O)(=O)c2c(Cl)cccc2Cl)o1)N1CCCC1 | / | / | 19% | 0% | 2% | / | -2% | / | -1% | 24% | / |
| O=C1C2C(c3ccccc3)C=CC(c3ccccc3)C2C(=O)N1CCO (stereo not given) | / | / | -11% | -3% | 6% | / | 2% | / | -1% | 14% | / |
| CCOc1ccccc1C1CC(c2ccc(Cl)cc2)Nc2nc(N)nn21 (stereo not given) | / | / | -26% | -6% | 20% | / | -8% | / | -17% | 6% | / |
| Cc1ccnc(NS(=O)(=O)c2ccc(NC(=O)C3CCCCC3C(=O)O)cc2)n1 (stereo not given) | i | i | -1% | 2% | 0% | i | 0% | i | 1% | 9% | i |
| COc1ccccc1-c1cc2nc(C)c(CCC(=O)NCc3ccco3)c(C)n2n1 | / | / | -19% | -5% | 7% | / | -5% | / | -2% | -4% | / |
| O=S1(=O)N=C(N2CCN(Cc3ccc4c(c3)OCO4)CC2)c2ccccc21 | i | ? | -11% | 0% | 11% | i | 2% | i | 1% | -10% | i |
| Cn1c(=O)cc(OCC(=O)N2CCC(N3CCCCC3)CC2)c2ccccc21 | / | / | -8% | -1% | 8% | / | -2% | / | -2% | -3% | / |

Filtered by structure: the compounds so far with a furan ring, fused or not (2)
| compound | A350 fluor | Fluorescein autfl | ERK AVP block | Caspase-1 inhib | Tau filament bind | Texas Red fluor | Luciferase inh | 4MU fluor | Caspase-7 inhib | HEK293 cAMP ctrl | Rhodamine autofl |
| --- | --- | --- | --- | --- | --- | --- | --- | --- | --- | --- | --- |
| O=C(c1ccc(CS(=O)(=O)c2c(Cl)cccc2Cl)o1)N1CCCC1 | / | / | 19% | 0% | 2% | / | -2% | / | -1% | 24% | / |
| COc1ccccc1-c1cc2nc(C)c(CCC(=O)NCc3ccco3)c(C)n2n1 | / | / | -19% | -5% | 7% | / | -5% | / | -2% | -4% | / |

(listing goes on)
| compound | A350 fluor | Fluorescein autfl | ERK AVP block | Caspase-1 inhib | Tau filament bind | Texas Red fluor | Luciferase inh | 4MU fluor | Caspase-7 inhib | HEK293 cAMP ctrl | Rhodamine autofl |
| --- | --- | --- | --- | --- | --- | --- | --- | --- | --- | --- | --- |
| FC(F)(F)c1cccc(OCCOCCn2cncn2)c1 | i | i | 10% | -10% | -1% | i | 0% | i | 0% | 7% | i |
| CCOC(=O)C1=C(C)NC(=O)NC1c1cc2c(cc1Br)OCO2 (stereo not given) | i | i | -15% | 0% | -2% | ? | -1% | i | 3% | 23% | i |
| CC1CCN(S(=O)(=O)c2ccc(S(=O)(=O)N3CCN4CCCC4C3)cc2)CC1 (stereo not given) | i | i | -21% | 0% | -9% | i | 3% | i | 1% | 8% | i |
| Cc1ccc(-c2nc(CN(C)C)cc(CN(C)C)c2O)cc1 | 4.3e-07M* | i | -25% | -4% | -12% | i | 0% | 4.5e-07M* | 1% | 9% | i |
| CC(=O)c1ccc(N2CCN(C(=O)c3ccco3)C(C)C2)c(F)c1 (stereo not given) | ? | i | 2% | -5% | 10% | ? | -1% | i | -4% | 4% | i |
| CC(C)(C)c1nc(CN2CCOCC2)ccc1O | i | i | 35% | 0% | -11% | i | -5% | i | -1% | 9% | i |
| CC[C@H](C)N(C)C(=O)c1cc2ccccc2c(-c2ccccc2Cl)n1 | ? | ? | -15% | -3% | ? | i | -5%&2% | ? | -1% | ? | i |
| COC(=O)Cc1nnc(NC(=O)c2ccccc2)s1 | 4e-08M* | ? | 11% | -2% | -13% | ? | -1% | 3.1e-08M* | -1% | 10% | i |
| CO[C@@H]1COC(=O)[C@H](C)NC(=O)[C@@H](C)COC(=O)[C@H](C)NC(=O)C/C=C\[C@H]1C | / | / | 5%[11.5 µM] | -1%[11.5 µM] | / | / | -1%[11.4 µM] | / | -2%[11.5 µM] | 4%[11.4 µM] | / |
| CCOC(=O)N1CCN(C(=O)c2cnn3ccccc23)CC1 | / | / | -4% | 3% | 1% | / | -1% | / | 2% | 10% | / |
| CCc1ccc2oc(=O)cc(CN3CCC(C)CC3)c2c1 | i | i | -7% | -2% | -27% | ? | 1% | i | 0% | ? | i |
| CCOC(=O)c1ccc(N=Cc2nc(-c3ccccc3)oc2OC(C)=O)cc1 | i | i | / | / | / | i | 1%[25.5 µM] | i | / | / | i |
| COc1ccc(OC)c(N(CC(=O)Nc2ccc3c(c2)OCO3)S(=O)(=O)c2ccccc2)c1 | / | / | -28% | 1% | 28%[11.4 µM] | / | 2% | / | 0% | ? | / |
| CCOC(=O)c1c(C2COc3ccccc3O2)csc1N (stereo not given) | i | i | 32µM* | -2% | -26% | i | 4% | i | -2% | -3% | i |
| CN1CCN(Cc2nc3cccc4c3c([n+]2[O-])-c2ccccc2-4)CC1 | i | 1.4e-08M* | -19%[11.5 µM] | -7%[11.5 µM] | -1%[11.4 µM] | i | 1%[11.4 µM] | i | -6%[11.5 µM] | -2%[11.4 µM] | i |
| Cc1occc1C(=O)NC(C)C(C)(C)C (stereo not given) | i | ? | -6% | -1% | 4% | ? | 0% | i | 0% | 2% | i |
| CCSc1nnc(NC(=O)c2ccc(Br)s2)s1 | i | ? | -13% | 0% | 6% | i | 2% | i | 2% | 6% | i |
| CCCCOCCCNC(=O)N[C@@H](CCSC)C(=O)OC | i | ? | -11% | 1% | -2% | ? | 2% | i | 3% | 10% | i |
| CCCN1Cc2cccc(C(=O)Nc3ccc(OC)c(OC)c3)c2C1=O | 1.8e-08M* | i | 19% | 1% | -3% | i | 4% | 1.3e-08M* | 3% | 0% | i |
| O=C1C2C3C=CC(C3)C2C(=O)N1c1ccc(-c2nc3ccccc3o2)cc1 (stereo not given) | / | / | -11% | -4% | 38% | / | -7% | / | 1% | 2% | / |
| CC(C)C(c1nnnn1Cc1ccccc1)N1CCN(Cc2ccc3c(c2)OCO3)CC1 (stereo not given) | i | i | 8% | 2% | -2% | i | -2% | i | -2% | 25% | i |
| CCc1c(C)nc(N)n2c(SCC(=O)N3CCCc4ccccc43)nnc12 | ? | ? | -3% | 3% | 0% | i | 0% | ? | 0% | -3% | i |
| CCOC(=O)C1CCN(Cc2coc3ccc(Cl)cc3c2=O)CC1 | ? | ? | -9% | 0% | 5% | ? | 0% | i | 0% | 9% | i |
| Cc1ccc(NC(=O)COC(=O)c2ccc3c(c2)NC(=O)C2CCCN32)cc1 (stereo not given) | ? | ? | 3% | -9% | 87% | i | 2% | ? | -10% | -13% | i |
| COc1ccc(N2CCN(C(=O)CSc3ncnc4c3cnn4-c3ccc(OC)cc3)CC2)cc1 | i | i | -18% | -2% | -8% | i | -3% | i | 3% | 0% | i |
| N#Cc1ccc(CN2CCC3(CC2)CCN(C(=O)c2ccncc2)CC3)cc1 | i | i | 24% | -7% | 7% | i | 3%[11.4 µM] | i | 1% | 11% | i |

Only Caspase-7 inhib and Texas Red fluor, for 2 of the compounds above:
compound	Caspase-7 inhib	Texas Red fluor
CC(C)C(c1nnnn1Cc1ccccc1)N1CCN(Cc2ccc3c(c2)OCO3)CC1 (stereo not given)	-2%	i
CCc1c(C)nc(N)n2c(SCC(=O)N3CCCc4ccccc43)nnc12	0%	i
